Keap1 Nrf2 FP: disrupts human Keap1 binding to Nrf2 peptide. 340,000 compounds, 0.15% hits. AID 504523. Q14145. inhibition, % at 9.4 µM. Keap1 Kelch-Nrf2 peptide fluorescence polarization, 1536-well; in the data active means inhibition above about 12%;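 further: human Keap1 Kelch domain with fluorescein labeled Nrf2 9mer peptide probe; 0% = neutral control wells and 100% = peptide positive control; higher means more block of Keap1 binding to Nrf2 peptide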
Target sequence (Q14145 whole entry, looked up, the tested form may be a part): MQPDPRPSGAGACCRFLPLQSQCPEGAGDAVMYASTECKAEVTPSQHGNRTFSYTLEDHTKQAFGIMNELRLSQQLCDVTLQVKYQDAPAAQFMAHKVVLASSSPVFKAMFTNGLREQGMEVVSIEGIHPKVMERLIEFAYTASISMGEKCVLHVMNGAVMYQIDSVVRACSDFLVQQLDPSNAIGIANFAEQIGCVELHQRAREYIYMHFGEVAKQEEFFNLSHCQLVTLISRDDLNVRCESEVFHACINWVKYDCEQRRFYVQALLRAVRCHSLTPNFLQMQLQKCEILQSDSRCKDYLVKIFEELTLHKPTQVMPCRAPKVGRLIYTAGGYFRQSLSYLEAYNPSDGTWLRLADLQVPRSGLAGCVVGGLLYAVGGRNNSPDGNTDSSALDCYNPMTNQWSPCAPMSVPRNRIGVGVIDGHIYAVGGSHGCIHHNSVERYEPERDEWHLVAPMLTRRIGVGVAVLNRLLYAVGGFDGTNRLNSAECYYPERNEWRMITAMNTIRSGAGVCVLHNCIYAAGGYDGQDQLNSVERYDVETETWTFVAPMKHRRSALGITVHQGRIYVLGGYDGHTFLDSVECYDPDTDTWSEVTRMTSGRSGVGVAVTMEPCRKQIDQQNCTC
SR-BI DiI-HDL act: enhances SR-BI lipid uptake from DiI-HDL | CHO ldlA[mSR-BI] cells, DiI-HDL uptake fluorescence, 3 h; 100 = double the neutral-control signal | activation, % at 12.5 µM | 320,000 compounds, 0.096% hits | AID 504775;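 active means mean replicate activation of at least 60% and every replicate at or above 60%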;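 further: 0% = median plate neutral-control signal and 100% = twice that signal; values of inactives mirror those of a sister screen read the other way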
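Assay system: CHO ldlA[mSR-BI] cells, LDL receptor-null, SR-BI overexpressing; medium: Ham's F12 with 0.5% BSA, HEPES 25 mM, pH 7.4; also added: DiI-HDL 10 µg/mL; timing: 3 h uptake period with compound, 37 °C; signal: DiI fluorescence, bottom read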
cardiac RTF act: increases calcium sensitivity of human cardiac regulated thin filaments; P19429+P45379; IANBD-labeled TnC RTF fluorescence at EC20 calcium; 0% EC20 calcium, 100% full calcium; activation, % at 7.2 µM; 340,000 compounds, 0.24% hits; AID 493008;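 active means activation above the mean over all tested compounds plus 3 SD, cut at about 30% in these data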;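 further: rise in fluorescence read as greater calcium sensitivity of cardiac thin filaments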
C-LANA FP: inhibitors of KSHV LANA C-terminal domain DNA binding; MBP-C-LANA/FAM-LBS DNA binding, fluorescence polarization; inhibition, % at 9 µM; 340,000 compounds, 0.078% hits; AID 504423;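 active means highest replicate inhibition at or above 60% at 9 µM, even if other replicates fall short; inactive means all replicates below 60% inhibition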;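 further: 0% = neutral control wells and 100% = 4 µM acridine orange control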
RTF Ca sens inh: cardiac RTF calcium desensitization. P19429+P45379. IANBD-labeled cardiac RTF, Ca2+ fluorescence. inhibition, % at 7.15 µM. 340,000 compounds, 0.12% hits. AID 493244;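 active means inhibition above the mean inhibition of all tested compounds plus 3 SD, cut at about 17% in these data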;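 further: assay run at fixed EC70 calcium of 1.6 mM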
Rtt109 Vps75: inhibitors of Candida albicans Rtt109/Vps75 histone acetyltransferase; 330,000 compounds, 0.16% hits; purified Rtt109/Vps75, ThioGlo CoA-SH fluorescence, 4 h; Q5AAJ8; inhibition, % at 34.9 µM;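 active means inhibition of at least 50% in every replicate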
CAL PDZ FP-1: CAL PDZ (human) peptide binding inhibition; purified CAL PDZ, TMR-peptide fluorescence polarization, 1 h; Q9HD26; 300,000 compounds, 0.92% hits; inhibition, % at 24.9 µM; AID 602252;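 active means mean inhibition of at least 30% with at least half of replicates also reaching 30%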;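 further: 0% = DMSO neutral control and 100% = excess unlabeled competitor peptide PRC23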
CAL PDZ FP-2: inhibitors of human CAL PDZ peptide binding. purified CAL PDZ, TMR-peptide fluorescence polarization, 1 h. inhibition, % at 20 µM. 330,000 compounds, 0.02% hits. AID 504414;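 active means highest replicate inhibition of at least 40%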;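 further: plate controls were DMSO neutral control wells for no effect and unlabeled competitor peptide control wells for full effect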
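material = purified tagged CAL PDZ domain construct (CerCALP) | buffer or medium = sodium phosphate/NaCl buffer pH 7.4 with TCEP, IgG, Thesit | reagent = TMR-labelled reporter peptide T*-PRC34 bound in PDZ groove | incubation = 1 h room-temperature incubation prior to read | measured by = fluorescence polarization (mP) | evaluation = percent inhibition from loss of millipolarization | control set = unlabelled peptide and DMSO controls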
PKA-R2B act: PKA-R2B complex activation; P22694+P31323; activation, % at 11.4 µM; AID 504700; 340,000 compounds, 0.079% hits; PKA-R2B holoenzyme dissociation, Cy5-IP20 fluorescence polarization; R2B truncated from residue 108, S112A mutant; 0% DMSO only, 100% 113 µM cGMP;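 active means activation above a cutoff set at the mean over all compounds plus 3 SD, cut at about 18% in these data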;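 further: higher means more holoenzyme dissociation and a rise in polarization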
DAGLB inh: blocks human DAGLB lipase activity. AID 504411. inhibition, % at 5.17 µM. HEK293T DAGLB membrane lysate, EnzChek fluorogenic substrate. 340,000 compounds, 0.059% hits; in the data active means inhibition above about 34%;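 further: 0% = enzyme with vehicle and 100% = wells lacking enzyme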
The depositor's hits bear a star; nt = not tested or not shown. Hits appear at their usual frequency. About 1.6% of those tested had a hit in this group.

No.	SMILES	Keap1 Nrf2 FP	SR-BI DiI-HDL act	cardiac RTF act	C-LANA FP	RTF Ca sens inh	Rtt109 Vps75	CAL PDZ FP-1	CAL PDZ FP-2	PKA-R2B act	DAGLB inh
1	Cc1cc(C(=O)N/N=C/c2cccnc2)cs1	-5	23	2	-2.0	-10	-8	0	-1.0	4	-2
2	CN(C)C(=O)c1nc2ccc(Cl)cn2c1CNCc1cccc(OC(F)(F)F)c1	-6	nt	1	1.5	-5	-9	0	-3.3	-5	-3
3	Cc1cc2ncn(CS(C)(=O)=O)c2cc1C	4	9	-1	-0.4	7	-16	-2	-1.5	-4	-1
4	O=C(c1ccco1)N1CCN(Cc2ccc(F)cc2)CC1	5	39	-2	0.2	-4	8	2	nt	3	1
5	O=C(COC(=O)/C=C/C(=O)OCC(=O)NC12CC3CC(CC(C3)C1)C2)NC12CC3CC(CC(C3)C1)C2	-2	7	-1	-1.8	-8	7	-2	-1.0	-7	-1
6	COc1ccc(OC)c(NC(=O)CN(Cc2ccc(F)cc2)C2CCCCC2)c1	0	-26	-3	-0.7	10	-9	-5	-0.6	-8	-12
7	CN(C)C(=O)Nc1ccc(F)cc1F	1	2	2	0.4	-3	-6	-7	-0.6	-8	2
8	CC(C)c1ccc(NC(=S)NCc2cccs2)cc1	-1	6	0	1.0	-12	11	-1	-0.8	-6	-6
9	CC1(C)CC(NC(=O)Cc2ccc(Cl)cc2)CC(C)(C)N1	2	34	5	0.3	-7	-2	-3	-0.5	12	1
10	O=C(COc1ccc2c(c1)OCO2)NC12CC3CC(CC(C3)C1)C2	-2	2	1	0.6	-6	6	6	-3.0	-7	-7
11	COc1ccccc1N1CCN(C(=O)c2ccncc2)CC1	3	34	-6	0.5	2	3	-2	-1.1	12	1
12	COc1ccccc1NCC(=O)N/N=C/C=C/c1ccccc1	-5	-41	4	0.0	0	4	-3	-2.7	4	2
13	O=C(N/N=C/c1ccc2c(c1)OCO2)C(=O)Nc1cccc(Cl)c1	-3	0	-5	-0.7	3	-1	0	-0.4	-8	-5
14	O=C(NCC(c1ccco1)N1CCN(c2ccccc2)CC1)C(=O)NC1CC1 (stereo not given)	1	0	-2	0.1	0	1	-3	-2.6	-3	-1
15	CCc1nn2c(=O)c(S(=O)(=O)Nc3ccc(C(C)C)cc3)c(C)nc2s1	-4	15	-4	1.1	-10	-5	nt	-0.4	6	1
16	Cc1cc2c(cc1C)C(=O)NC(C)(C)C2	1	-17	-1	-0.3	-10	-1	-4	0.0	8	4
17	CN(Cc1ccccc1)C(=O)c1cccc(N2C(=O)C3CC=CCC3C2=O)c1 (stereo not given)	-11	-4	0	3.9	-6	-3	-2	0.1	-9	0
18	COc1ccc(S(=O)(=O)Oc2ccc(C(=S)N3CCOCC3)cc2OC)cc1	2	9	4	-0.9	-15	-6	nt	0.0	-2	-4
19	CCOc1cccc(CNCCO)c1OCc1ccc(Cl)cc1	-1	nt	-2	0.4	-6	-1	-1	-1.3	2	-1
20	COc1cccc(NC(=O)Nc2cccn(Cc3ccccc3)c2=O)c1	-3	-31	-4	-0.6	-3	-6	-1	-0.9	0	4
21	COc1cccc(N(CC(=O)N2CCCCCC2)S(C)(=O)=O)c1	-1	9	-2	-1.0	-5	-4	-2	1.2	-13	-1
22	O=C(Nc1cccc(S(=O)(=O)N2CCCCC2)c1)c1ccccn1	1	-11	5	-3.8	7	-1	-9	-1.4	8	-2
23	Cc1nnc(SCC(=O)Nc2nsc(-c3ccccc3)n2)s1	2	9	-6	0.1	-4	-7	nt	-2.0	-3	-1
24	CCC(C)NC(=O)c1ccc(CSc2nc3ccncc3n2Cc2ccc(F)cc2)cc1 (stereo not given)	-4	21	9	-0.1	-8	2	nt	-1.1	-1	1
25	CC(=O)CCC(=O)NCCc1ccccc1F	-2	14	-4	0.3	0	-6	5	-1.5	-1	0
26	O=c1c2nnn(-c3cccc(F)c3)c2ncn1Cc1ccccn1	3	-7	0	0.3	3	-21	5	-0.6	-2	-2
27	COc1ccc(/C=C(/NC(=O)c2ccco2)C(=O)NCCc2ccccc2)cc1	-2	23	-4	0.8	-3	0	-2	-2.8	5	-2
28	O=C(NC(N1CCOCC1)C(Cl)(Cl)Cl)c1ccc(F)cc1 (stereo not given)	1	10	3	0.8	1	nt	76*	0.7	-6	-3
29	N#Cc1ccccc1NC(=O)COC(=O)c1cccs1	-2	1	12	-1.1	-8	1	7	0.0	-12	-1
30	CCCCN1CC(COCc2ccccc2)Oc2cccc(Oc3ccccc3)c2S1(=O)=O (stereo not given)	-4	-31	-7	0.2	-2	-8	1	-1.4	0	-23
31	CNC(=O)c1csc(-c2ccncc2)n1	-4	-9	6	1.0	-6	-27	-2	-3.9	-2	0
32	CSc1ccc(C(=O)C2CCCN(C(=O)c3cccnc3SC)C2)cc1 (stereo not given)	-2	nt	-3	-1.1	-5	0	-2	-1.6	9	-5
33	Cc1ccc(S(=O)(=O)N2CCC(=O)N(CCOCc3ccc(Cl)cc3)CC2)cc1	0	25	4	1.3	7	4	-1	-1.0	-3	-2
34	CS(=O)(=O)N(CC(=O)N/N=C/c1ccco1)c1ccccc1Br	-5	15	17	0.1	-1	-1	-2	-2.2	-1	1
35	Cc1ccccc1NC(=O)N1CCCN(c2ccc(C#N)cn2)CC1	2	16	3	-1.4	-5	1	-1	-0.7	-5	0
36	CS(=O)(=O)Nc1ccc(C(=O)NCCSCc2ccco2)cc1	-2	nt	1	1.1	0	2	4	-1.7	-18	3
37	Cc1ccccc1CN1C2=NCCN2c2ccccc21	-4	6	-7	1.4	-13	2	1	-0.8	-9	1
38	COc1cc2c(c(OC)c1OC)-c1ccc(OC)c(=O)cc1[C@@H](N(C)CC#CCO)CC2	-6	-4	-3	-1.3	0	-3	0	-1.2	-4	-2
39	Cc1ccc(N2C(=O)N(CC(=O)Nc3cc(Cl)ccc3C)C(=O)C2C)cc1 (stereo not given)	0	-16	-4	1.1	-24	12	-3	-0.8	-5	1
40	C=CCS(=O)(=O)c1cccc2cccnc12	1	-29	2	0.8	-2	-1	-2	-0.4	1	-2
41	CC(=O)Nc1ccc(C(=O)NNC(=O)c2ccccc2-n2cccc2)cc1	1	-1	2	-1.6	-7	-5	-3	0.5	12	-1
42	O=C(COC(=O)CCC(=O)c1ccc(Cl)cc1)NC1CC1	-9	10	-6	-0.1	-4	-6	-3	-0.3	-5	1
43	CCN1CCN(CC(=O)c2cc(Cl)ccc2Cl)CC1	1	17	2	1.6	-20	-3	1	-3.9	2	1
44	CCN(CC(=O)NCc1ccc(F)cc1)C(=O)CN1CCN(c2ccc(OC)cc2)CC1	0	10	3	1.1	-8	-3	-8	0.8	5	-3
45	CC(C)C[C@@H](CNCC(=O)[C@H](CC(C)C)NC(=O)c1[nH]cnc1C(=O)N[C@@H](C)CN)NC(=O)c1nc[nH]c1C(=O)N[C@@H](CC(=O)O)C(=O)O	-4	-22	-2	1.7	-6	-2	-2	-1.6	-8	-2
46	CCCCOc1ccc(C(=O)Nc2ccc(SC(F)F)cc2)cc1OC	-6	-68	-4	-1.6	-16	11	-4	-2.3	-6	-8
47	O=C(c1noc2c1CCCC2)N1CCN(c2ccccc2)CC1	-3	11	1	0.7	-1	-7	nt	-1.0	-3	-4
48	CCOc1ccccc1NC(=O)COC(=O)C1CC(=O)N(c2c(C)cccc2C)C1 (stereo not given)	-6	nt	3	-0.9	-11	-13	11	-3.0	0	0
49	CC1CCCCN1CC(=O)NC(c1ccccc1)c1ccccc1 (stereo not given)	1	22	6	0.6	4	-1	-2	0.5	-5	-3
50	CCOc1cc(CO)ccc1OCC(=O)N1CCCCC1	2	2	7	-0.2	-24	7	nt	-0.9	-7	1
51	O=C(Cc1ccccc1)N1CCN(C(=O)c2ccc([N+](=O)[O-])cc2)CC1	-1	-20	6	-0.7	-10	8	-2	-1.8	10	1
52	COc1cccc(-c2cc(C(=O)NC3CCCCC3)no2)c1	-4	3	-4	1.3	-16	-7	0	-2.3	0	-7
53	N#Cc1ccc(Oc2ccc(S(=O)(=O)N3CCOCC3)cn2)cc1	-6	14	0	-0.7	-4	-5	-5	-2.3	7	1
54	O=C1NC2(CCCCCC2)Oc2ccccc21	-6	-10	3	0.2	-10	nt	1	-3.0	-9	1
55	C/C(=N\OCC(=O)N/N=C/c1ccccc1)c1cccs1	5	16	-4	-0.8	-11	6	-2	-2.4	-10	0
56	COC(=O)[C@H]1[C@H]2C[C@H]3c4[nH]c5ccccc5c4CCN3C[C@H]2CC[C@@H]1O	-2	2	-4	4.1	-1	-6	-4	-0.3	1	-1
57	NC(=O)c1ncn([C@@H]2O[C@H](CNCc3cnc(N4CCOCC4)s3)[C@@H](O)[C@H]2O)n1	-8	-12	-9	0.9	2	1	3	-0.7	-12	-3
